Screens: PubChem, Broad Institute
Cneo AK release: Cryptococcus neoformans cell lysis inducers, primary screen, AK release luminescence, single concentration. C. neoformans lysis, adenylate kinase release luminescence, 4 h; normalised: neutral wells 0, clomiphene wells 100. lysis activity, % at 15 µM. actives 0.2% (n = 360,000);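 active means mean lysis activity across replicates of at least 80%, whatever share of replicates individually reach that level; inactive means mean lysis activity below 80%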
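Material: C. neoformans cells; Schedule: 4 h static compound exposure, 37 °C, read 1 h post-reagent; Measured by: adenylate kinase release luminescence; Read-out: signal increase indicating cell lysis; Controls: Clomiphene as positive lysis control.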
miR122 inh: miR-122 Renilla sensor signal increase in Huh7, primary screen, miR-122 inhibitor project, cell-based, single point, plate reader; Huh7 miR-122 Renilla luciferase sensor, 48 h; neutral wells = 0, positive control = 100; activation (reporter increase), % at 12.5 µM; actives 0.3% (n = 340,000);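 active means mean replicate activation score at least 90 and every replicate individually at or above 90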;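 further: higher luciferase means less miR-122 activity so hits act as miR-122 inhibitors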
PGC1a acetyl inh: inhibitors of PGC1a acetylation signal, primary screen, cell-based, U2OS, AlphaScreen, inhibitor mode; AlphaScreen anti-acetyl-lysine; with virally co-expressed GCN5 acetyltransferase; inhibition, % at 15.6 µM; actives 0.17% (n = 350,000);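 active means every replicate shows inhibition of at least 40%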;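 further: 0% = neutral control wells and 100% = positive control wells; some results beyond the cut were filed as inactive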
FN deposit inh: inhibitors of fibronectin matrix deposition, primary screen, AH1F cells, Alexa488-fibronectin fluorescence, plate reader | AH1F fibroblasts, overnight | inhibition, % at 12.6 µM | actives 0.086% (n = 350,000) | AID 743247, 2014;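 active means mean inhibition across replicates of 30% or more, regardless of how many single replicates reach that level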;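 further: positive control wells lacked labelled fibronectin entirely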
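Schedule: 1 h cell adhesion before compound, then overnight fibronectin incubation; test system: AH1F fibroblast monolayer depositing Alexa488-labelled fibronectin into matrix; quantity: 10000 AH1F cells per well; probe or stimulus: fluorescent fibronectin at 24 nM final; signal: fluorescence, ex 485 nm, em 525 nm; evaluation: percent inhibition as loss of matrix-bound fibronectin fluorescence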
CASP6 VEID inh: human caspase-6 inhibitors, primary screen, biochemical, VEID-R110 fluorescence, single point, set 2 | purified caspase-6, Z-VEID-R110 cleavage fluorescence | inhibition, % at 12.5 µM | actives 0.53% (n = 350,000) | AID 686996, 2013;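 active means mean inhibition across replicates at least about 35%, with every replicate also reaching that limit, limit read from the data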;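 further: 0% = median of neutral control wells and 100% = no fluorescence left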
Target sequence (P55212 24-179 limits assumed): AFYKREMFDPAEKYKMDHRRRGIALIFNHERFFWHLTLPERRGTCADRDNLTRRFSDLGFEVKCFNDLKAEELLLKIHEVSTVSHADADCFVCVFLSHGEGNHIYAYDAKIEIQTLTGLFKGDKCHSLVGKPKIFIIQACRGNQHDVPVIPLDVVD
Target sequence (P55212 194-293 limits assumed): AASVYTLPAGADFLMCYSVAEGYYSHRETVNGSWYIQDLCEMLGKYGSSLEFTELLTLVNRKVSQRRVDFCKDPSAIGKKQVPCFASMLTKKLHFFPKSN
EWS-Fli block: EWS/Fli-driven NR0B1 reporter inhibitors, primary screen, A673 cells, NR0B1 luciferase, luminescence, MLPCN library | inhibition, % at 12.6 µM | actives 0.67% (n = 350,000) | viability-normalised;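 active means mean inhibition of at least 50% after viability correction, with every replicate also passing that limit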;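 further: firefly luciferase signal divided by Alamar Blue viability fluorescence both relative to DMSO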
LGR2 inh: inhibitors of bursicon-induced LGR2 CRE-luciferase signal, primary screen, cell-based, HEK293, CRE-luciferase reporter, bursicon stimulation | actives 0.35% (n = 380,000) | inhibition, % at 9.99 µM | AID 720647, 2013 | Drosophila bursicon receptor LGR2 (rickets) | bursicon-stimulated, 4 h;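 active means drop in luminescence signal, shown as inhibition above about 50% in the replicate tests, limit read from the data, passing the limit was not always enough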;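 further: agonist challenge used bursicon conditioned medium at about half maximal strength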
PAX8 reporter: inhibitors of PAX8-driven TPO luciferase reporter, primary screen, RMG-I cells, single concentration; actives 1.2% (n = 360,000); SteadyGlo, 24 h; AID 652154, 2013; inhibition, % at 12.6 µM;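 active means mean replicate inhibition at least 60% with every replicate also reaching 60%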;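 further: luciferase light reporting Pax8 driven TPO promoter activity; plate controls were median of neutral control wells for no effect and mitoxantrone controls for full effect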
An asterisk follows results filed as active; [ ] = remark or other dose.

Screening Cc1ccc(S(=O)(=O)N2CCC(C(=O)Nc3ccc(S(=O)(=O)N4CCCC4)cc3)CC2)cc1 returned Cneo AK release 0.0, FN deposit inh 14.5, CASP6 VEID inh 0.9, EWS-Fli block 10.5, LGR2 inh 4.9 and PAX8 reporter 42.3.
`N#C[C@H]1[C@@H](c2ccc(-c3ccncc3)cc2)[C@@H](CO)N1C(=O)C1CCC1` gave Cneo AK release -2.0, PGC1a acetyl inh -4.7, FN deposit inh -0.4, CASP6 VEID inh -4.2, EWS-Fli block 8.5, LGR2 inh 5.4 and PAX8 reporter -5.6.
COC(=O)COc1ccc2c(=O)c(Oc3ccccc3)c(C)oc2c1 was read as Cneo AK release -0.2, miR122 inh 2.3, PGC1a acetyl inh 8.4, FN deposit inh 0.6 and PAX8 reporter 6.6.
`O=C(N1CCCCCC1)N1CCN(S(=O)(=O)c2cccc([N+](=O)[O-])c2)CC1` gave Cneo AK release -2.0, miR122 inh -5.9, CASP6 VEID inh 0.5, LGR2 inh 9.8 and PAX8 reporter 10.4.
`Cc1ccc(-c2nn(-c3ccccn3)c(=O)c3ccccc23)cc1C` gave Cneo AK release -0.9, miR122 inh -3.3, PGC1a acetyl inh -11.7, FN deposit inh -7.3, CASP6 VEID inh 3.0, EWS-Fli block 6.3, LGR2 inh -6.6 and PAX8 reporter -5.7.
For O=C(Nc1cccc(S(=O)(=O)N2CCOCC2)c1)C1CCCN(C(=O)c2ccc(Cl)cc2)C1 (configuration not stated) the results were Cneo AK release -3.2, miR122 inh -3.5, PGC1a acetyl inh -10.7, FN deposit inh 0.5, CASP6 VEID inh -2.7, EWS-Fli block -1.9, LGR2 inh -0.1 and PAX8 reporter -0.9.
`Cc1cc(C)cc(NC(=O)N2CCNC(=O)C2CC(=O)Nc2cc(Cl)ccc2Cl)c1` (configuration not stated) gave Cneo AK release 3.2, miR122 inh -5.9, FN deposit inh 8.0, CASP6 VEID inh 2.9, EWS-Fli block -4.7, LGR2 inh 10.6 and PAX8 reporter 18.9.
Screening OC[C@@H]1Nc2ccc(-c3ccc(F)cc3)cc2[C@H]2[C@@H]1CCN2Cc1ccc(F)cc1 returned Cneo AK release -6.9, miR122 inh -4.2[16.7 µM], PGC1a acetyl inh -7.0, FN deposit inh -4.7, EWS-Fli block -11.2, LGR2 inh 12.0 and PAX8 reporter -21.7.
COCC#Cc1ccc([C@H]2[C@H]3CN(S(=O)(=O)c4ccccc4F)CCCCN3[C@H]2CO)cc1 was read as Cneo AK release 3.2, miR122 inh 2.0[16.7 µM], PGC1a acetyl inh -4.8, CASP6 VEID inh -0.4, EWS-Fli block -3.2, LGR2 inh -2.2 and PAX8 reporter -4.1.
Screening Cc1cccc(C2c3[nH]c4ccccc4c3CCN2C(=O)c2ccc(=O)[nH]c2)n1 (configuration not stated) returned PGC1a acetyl inh 0.9, FN deposit inh 0.6, CASP6 VEID inh 0.9, EWS-Fli block -2.4, LGR2 inh -17.7 and PAX8 reporter 22.2.
Screening Cc1nn(C)c(Cl)c1S(=O)(=O)N1CCC(CO)(CCc2ccccc2)CC1 returned CASP6 VEID inh 1.1, EWS-Fli block 9.1, LGR2 inh -18.9 and PAX8 reporter 2.2.
CCOC(=O)Nc1ccc2c(c1)C(=NNC(=S)NC)c1ccccc1-2 was read as Cneo AK release 5.3, FN deposit inh -3.8, CASP6 VEID inh -1.4, EWS-Fli block 6.3, LGR2 inh -31.3 and PAX8 reporter -27.0.
`Nc1ncc(-n2cncn2)c(-c2ccc(Cl)cc2)n1` gave Cneo AK release -1.9, miR122 inh -5.8, PGC1a acetyl inh -0.6, CASP6 VEID inh 0.4, EWS-Fli block -1.6, LGR2 inh -12.1 and PAX8 reporter -2.1.
CC(=O)c1sc(NC(=O)COc2ccc(Cl)cc2Cl)nc1C was read as Cneo AK release 1.2, miR122 inh -1.3, PGC1a acetyl inh 14.7, CASP6 VEID inh -1.3, EWS-Fli block -56.3, LGR2 inh 10.9 and PAX8 reporter 2.1.
COc1ccc(NC(=O)Nc2ccc3c(c2)C(=O)N([C@H](C)CO)C[C@@H](C)[C@@H](CN(C)S(C)(=O)=O)O3)cc1 was read as Cneo AK release 43.3, miR122 inh -3.5[16.7 µM], PGC1a acetyl inh 3.1, FN deposit inh -0.8, CASP6 VEID inh 0.3, EWS-Fli block 4.9 and LGR2 inh -3.3.
O=C(N[C@H](Cc1ccccc1)C(=O)N(CCC1=CCCCC1)CC1CC1)[C@H]1O[C@@H](n2ccc(=O)[nH]c2=O)[C@H](O)[C@@H]1O was read as FN deposit inh 4.0, CASP6 VEID inh 1.1, EWS-Fli block -1.1, LGR2 inh 6.7 and PAX8 reporter -1.5.
Screening COCC(=O)Nc1ccc2c(c1)C(=O)N(C)C[C@@H](OC)[C@H](C)CN(C(=O)CN1CCOCC1)[C@H](C)CO2 returned miR122 inh -19.4[16.7 µM], PGC1a acetyl inh 19.2, FN deposit inh -2.7, EWS-Fli block -15.3 and LGR2 inh 3.3.
For O=C(C[C@H]1CC[C@@H](NS(=O)(=O)c2ccccc2)[C@H](CO)O1)NCc1ccncn1 the results were Cneo AK release 7.2, PGC1a acetyl inh 6.1, CASP6 VEID inh -1.6, EWS-Fli block -2.0, LGR2 inh 15.0 and PAX8 reporter -7.7.
For CC(NC(=O)CNC(=O)c1sc2ccccc2c1Cl)c1cccnc1 (configuration not stated) the results were Cneo AK release -3.1, miR122 inh -3.1, PGC1a acetyl inh -12.1, FN deposit inh -0.5, CASP6 VEID inh 2.2, EWS-Fli block -6.7, LGR2 inh 1.8 and PAX8 reporter -2.0.
COC(=O)/C=C/C(=O)N1CCN(c2ccccc2)CC1 was read as Cneo AK release 1.6, miR122 inh -1.0, PGC1a acetyl inh -18.8, FN deposit inh -10.7, CASP6 VEID inh 3.2, EWS-Fli block -9.4, LGR2 inh 3.7 and PAX8 reporter 41.5.
COCCCNC(=O)c1c(N)n(-c2ccc(S(N)(=O)=O)cc2)c2nc3ccccc3nc12 was read as Cneo AK release 7.9, miR122 inh -7.5, PGC1a acetyl inh 6.1, FN deposit inh 14.7, CASP6 VEID inh 2.8, EWS-Fli block -7.0, LGR2 inh -2.2 and PAX8 reporter 1.3.
`O=C(O)CC(NS(=O)(=O)c1c(F)cc(F)cc1Br)c1ccccc1Cl` (configuration not stated) gave miR122 inh -5.9, PGC1a acetyl inh 0.3, FN deposit inh -1.3, EWS-Fli block 5.3, LGR2 inh 11.1 and PAX8 reporter -1.9.
`C[C@@H]1CN([C@@H](C)CO)C(=O)c2cccc(NS(C)(=O)=O)c2O[C@H]1CN(C)Cc1ccc(C(=O)Nc2ccccc2N)cc1` gave PGC1a acetyl inh 9.8, CASP6 VEID inh -0.6, EWS-Fli block -4.7, LGR2 inh -7.2 and PAX8 reporter 5.1.
COc1ccc(C)cc1Nc1n[n+](-c2ccccc2)c(-c2cc(OC)c(OC)cc2Br)s1 was read as Cneo AK release 1.9, miR122 inh 0.7, PGC1a acetyl inh -5.1, FN deposit inh -0.4, CASP6 VEID inh -3.0, EWS-Fli block 7.1, LGR2 inh -0.8 and PAX8 reporter 15.4.
`Cc1cc(C)n(CCCNC(=O)C(C)(C)Oc2ccc(Cl)cc2)n1` gave Cneo AK release 3.1, miR122 inh -5.5, PGC1a acetyl inh 9.0, FN deposit inh -0.6, CASP6 VEID inh -9.4, EWS-Fli block -4.1, LGR2 inh -0.1 and PAX8 reporter 5.1.
`COc1ccc(-c2noc(C3CCCN(C(=O)c4cccs4)C3)n2)cc1` (configuration not stated) gave Cneo AK release 0.6, miR122 inh -6.0, PGC1a acetyl inh -14.3, CASP6 VEID inh 4.8, EWS-Fli block -34.4 and LGR2 inh -9.0.
Screening Cc1ccc(C(=O)Nc2ccc(O)cc2C(=O)O)cc1C returned Cneo AK release -5.1, miR122 inh 0.7, PGC1a acetyl inh 2.3, FN deposit inh -1.1, CASP6 VEID inh 6.8, EWS-Fli block -27.6 and LGR2 inh 8.0.
CCOc1ccc2nc(N(Cc3ccccc3)C(=O)CCNC(C)=O)sc2c1 was read as Cneo AK release -1.5, FN deposit inh -0.1, CASP6 VEID inh 3.3, EWS-Fli block -22.0, LGR2 inh -23.2 and PAX8 reporter -47.5.
COc1ccc(CCNC2=CC(=O)N(c3ccc(F)cc3)C2=O)cc1 was read as miR122 inh -1.7, PGC1a acetyl inh -22.4, FN deposit inh -10.7, CASP6 VEID inh 16.0, EWS-Fli block -19.5, LGR2 inh -2.5 and PAX8 reporter -5.1.
Screening O=C(OCc1ccc(COC(=O)c2ccccn2)cc1)c1ccccn1 returned Cneo AK release -0.1, miR122 inh 4.2, PGC1a acetyl inh -9.4, FN deposit inh 6.3 and PAX8 reporter -17.8.
For COC(=O)C1CCN(C(=O)c2ccc(Cl)c(S(=O)(=O)NCc3ccco3)c2)CC1 the results were Cneo AK release -0.6, miR122 inh 6.0, PGC1a acetyl inh 3.7, FN deposit inh -3.6, CASP6 VEID inh 2.8, EWS-Fli block 1.6, LGR2 inh 3.9 and PAX8 reporter -7.6.
`C#CCOc1coc(COC(=O)c2ccccc2)cc1=O` gave Cneo AK release -0.1, miR122 inh 0.0, PGC1a acetyl inh 25.3, FN deposit inh 3.7, CASP6 VEID inh 1.5, EWS-Fli block -3.9, LGR2 inh -51.6 and PAX8 reporter -6.2.
`CCN(CC)CCCNC(=O)c1cc2nc(-c3ccccc3)cc(C(F)(F)F)n2n1` gave Cneo AK release 0.2, miR122 inh -4.9, PGC1a acetyl inh 1.1, FN deposit inh 5.7, CASP6 VEID inh -23.7, EWS-Fli block 12.8, LGR2 inh -3.4 and PAX8 reporter -1.4.
Screening Oc1cc2c(cc1CN1CCN(c3ncccn3)CC1)OCO2 returned Cneo AK release -0.9, FN deposit inh 6.3, CASP6 VEID inh 4.4, EWS-Fli block -1.2, LGR2 inh -5.8 and PAX8 reporter 3.0.
Screening O=C1C(c2ccc(F)cc2)N(C2CCCCC2)C(=O)CN1C1CCCC1 (configuration not stated) returned Cneo AK release 2.2, miR122 inh -2.6, PGC1a acetyl inh -5.8, FN deposit inh -8.4 and LGR2 inh -5.6.
`O=C(c1cccc(S(=O)(=O)N2CCCc3ccccc32)c1)N1CCN(c2ccccc2)CC1` gave Cneo AK release -0.5, miR122 inh 40.3, PGC1a acetyl inh -3.5, FN deposit inh -0.6, CASP6 VEID inh 1.7, EWS-Fli block 0.9, LGR2 inh -11.0 and PAX8 reporter 7.1.
Cc1ccc(S(=O)(=O)CCC(=O)OCC(=O)NCc2ccc(Cl)cc2)cc1 was read as CASP6 VEID inh 1.1, EWS-Fli block -4.0, LGR2 inh -9.7 and PAX8 reporter 1.0.

Grouped by structure, the entries above containing an NH in an aromatic ring (two)
Screening Cc1cccc(C2c3[nH]c4ccccc4c3CCN2C(=O)c2ccc(=O)[nH]c2)n1 (configuration not stated) returned PGC1a acetyl inh 0.9, FN deposit inh 0.6, CASP6 VEID inh 0.9, EWS-Fli block -2.4, LGR2 inh -17.7 and PAX8 reporter 22.2.
O=C(N[C@H](Cc1ccccc1)C(=O)N(CCC1=CCCCC1)CC1CC1)[C@H]1O[C@@H](n2ccc(=O)[nH]c2=O)[C@H](O)[C@@H]1O was read as FN deposit inh 4.0, CASP6 VEID inh 1.1, EWS-Fli block -1.1, LGR2 inh 6.7 and PAX8 reporter -1.5.
